IL-2 act: activates IL-2 in a cell-based reporter assay; AID 652025; activation, % (series mostly up to about 46 µM); 360,000 compounds, 0.065% hits; IL-2 activation reporter assay, cell-based qHTS; stimulated with anti-CD3/CD4/CD28 beads; in transgenic mouse T cells; in the data active means activation above about 50%; inconclusive means mostly about 30% to 49%; further: 0% is about no effect
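Readout: EGFP and DsRed signals by fluorescent plate cytometry. Unstimulated transgenic mouse T cells received compound 60 min before antibody-bead stimulation, then incubated 18 h at 37 degrees C.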
EPAC1 agonist: activates human EPAC1 exchange factor. EPAC1 agonist qHTS, biochemical assay; response scale: 100% = response to 6.5 mM cAMP. 360,000 compounds, 0.073% hits. Potency, µM (doses to about 154 µM), without a hit: at the top dose activation, hits mostly activators. O95398; further: potency means the concentration at half of the fitted maximal effect; nearly all actives have a fitted effect of over 60% in size
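Nucleotide exchange assay: 100 nM EPAC1 with 250 nM Rap1B loaded with BODIPY-GDP and 50 uM GDP, room temperature. Fluorescence (480/540 nm) read every 5 min for 30 min; signal change normalized to 6.5 mM cAMP as full agonist.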
FUS suppressor: suppressors of FUS proteinopathy in yeast | Potency, µM (series often up to 76.6 µM), without a hit: at the top dose growth rescue (activation), usual class: activators | AID 1347120 | 390,000 compounds, 0.24% hits | S. cerevisiae FUS-expressing, growth rescue, OD600, 24 h;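 further: potency means the concentration at half of the fitted maximal effect; plate controls were DMSO vehicle for no effect and reference control for full effect; nearly all actives have a fitted effect of over 55% in size; some results filed as inactive show a strong effect at the top dose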
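Cultures pregrown in 2.5% raffinose medium are shifted to minimal medium containing 2% galactose to express toxic FUS. Compounds are tested at several concentrations. After 24hr at 30C, growth is quantified at 600 nm absorbance.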
PLK1 PBD inh: PLK1 (human) polo-box domain binding inhibition. P53350. Plk1 PBD binding of FITC phosphopeptide, fluorescence polarization. Potency, µM, for the others: max response, negative = inhibition, most hits filed as inhibitors. 360,000 compounds, 2.8% hits. AID 720504; further: potency means the concentration at half of the fitted maximal effect; series mostly up to about 57 µM; on the % scale 0 is the no-effect control and ±100 the full control effect; nearly all actives have a fitted effect of over 65% in size
Target sequence (P53350 whole entry, looked up, the tested form may be a part): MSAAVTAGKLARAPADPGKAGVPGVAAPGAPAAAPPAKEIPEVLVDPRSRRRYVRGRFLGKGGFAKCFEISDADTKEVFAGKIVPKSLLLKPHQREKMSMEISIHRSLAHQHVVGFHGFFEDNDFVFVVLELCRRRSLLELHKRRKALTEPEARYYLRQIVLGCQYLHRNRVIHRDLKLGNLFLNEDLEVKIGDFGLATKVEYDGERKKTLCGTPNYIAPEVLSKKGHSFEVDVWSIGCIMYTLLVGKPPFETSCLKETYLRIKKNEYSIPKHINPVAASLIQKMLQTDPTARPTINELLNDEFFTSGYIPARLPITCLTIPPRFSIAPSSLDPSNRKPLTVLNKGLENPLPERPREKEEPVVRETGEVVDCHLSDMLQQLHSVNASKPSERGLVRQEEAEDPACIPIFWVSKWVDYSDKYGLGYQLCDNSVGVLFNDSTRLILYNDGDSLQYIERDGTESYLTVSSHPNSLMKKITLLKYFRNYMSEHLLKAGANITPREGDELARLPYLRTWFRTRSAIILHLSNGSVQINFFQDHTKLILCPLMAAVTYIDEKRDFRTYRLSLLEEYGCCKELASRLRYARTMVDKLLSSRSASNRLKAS
WRN helicase inh: WRN helicase (human) inhibition; WRN helicase unwinding, fluorescent forked duplex, kinetic; Potency, µM (series often up to 114 µM), without a hit: at the highest dose activity change, negative = inhibition, usual class: inhibitors; 360,000 compounds, 0.46% hits; further: potency means the concentration at half of the fitted maximal effect; on the % scale 0 is the no-effect control and ±100 the full control effect; nearly all actives have a fitted effect of over 55% in size
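WRN at 20 nM final preincubated with compound 15 min at room temperature; reaction started with 100 nM fluorophore/quencher forked duplex oligonucleotide and 2 mM ATP final. Unwinding followed kinetically by red fluorescence (ex 525, em 598 nm).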
EPAC1 antag: EPAC1 (human) antagonism | O95398 | EPAC1 GEF assay, Rap1b-BODIPY-GDP exchange fluorescence | Potency, µM (highest dose often 115 µM), for inactives: at the highest dose activity change, negative = inhibition, usual class: inhibitors | 360,000 compounds, 0.14% hits | AID 720709;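 further: potency means the concentration at half of the fitted maximal effect; plate controls were vehicle for no effect and positive control for full effect; nearly all actives have a fitted effect of over 50% in size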
PI5P4Ka inh: PI5P4K alpha (human) kinase inhibition | PI5P4Kalpha enzyme, ADP-Glo luminescence, 60 min; hits give low values | max response, % | 330,000 compounds, 1.2% hits; active means max response of -50% or lower; inconclusive means between -30% and -50%; inactive means -30% or higher; further: value at the top dose of about 77 µM; on the % scale 0 is the no-effect control and ±100 the full control effect
Target sequence (P48426 whole entry, looked up): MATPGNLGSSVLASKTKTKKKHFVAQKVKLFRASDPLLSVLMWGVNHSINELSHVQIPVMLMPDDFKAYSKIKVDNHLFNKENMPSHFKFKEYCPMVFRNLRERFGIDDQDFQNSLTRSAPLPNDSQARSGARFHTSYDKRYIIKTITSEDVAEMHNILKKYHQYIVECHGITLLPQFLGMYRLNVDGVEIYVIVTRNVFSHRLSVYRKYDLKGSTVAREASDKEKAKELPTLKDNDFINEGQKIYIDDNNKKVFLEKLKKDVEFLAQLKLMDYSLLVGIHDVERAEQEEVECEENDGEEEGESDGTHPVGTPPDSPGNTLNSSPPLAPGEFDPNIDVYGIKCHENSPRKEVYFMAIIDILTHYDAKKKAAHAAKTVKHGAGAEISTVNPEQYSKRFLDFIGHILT
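PI5P4Kalpha ADP-Glo assay; 5 microM ATP final; 60 min RT reaction; HEPES pH 7.4/EGTA/CHAPS, 5% DMSO; controls lacking substrate or enzyme; luminescent end-point.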
Abeta yeast res: compounds reversing amyloid beta toxicity in yeast. yeast expressing A-beta42, growth rescue, OD600, 48 h; response scale: 0% DMSO, 100% iron-clioquinol control. Potency, µM (doses to about 46.1 µM), inactives show at the top dose growth rescue, most hits filed as activators. AID 1347071. 410,000 compounds, 0.063% hits; further: potency means the concentration at half of the fitted maximal effect; nearly all actives have a fitted effect of over 55% in size
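Growth rescue measured by 600 nm absorbance after 48 h yeast culture at 30 C with compound. Values normalized between DMSO and an equimolar ferric chloride plus clioquinol control.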
* hit, by the source's call; u = inconclusive; x = not tested or not shown; [ ] = remark or other dose. Unless noted, the call rests on the fitted dose curve; in most records, active means well fitted curve in the direction sought with a large enough effect; inconclusive means small, poorly fitted or top-dose-only effect, or another doubt; inactive means no such curve, though single readings can be large; an effect the other way counts as inactive or inconclusive. An unsorted share of the library. Share with any hit: about 4.1%.

SMILES | IL-2 act | EPAC1 agonist | FUS suppressor | PLK1 PBD inh | WRN helicase inh | EPAC1 antag | PI5P4Ka inh | Abeta yeast res
NC(=O)c1nsc(C(=O)N(c2cccc(F)c2)C(C(=O)NCc2ccccc2)c2ccc(O)cc2)c1N (stereo unspecified) | -4.4 | -1% | u | -12% | -21% | -18% | u | -8%
Cc1cc([N+](=O)[O-])nn1CC(=O)NCc1cccs1 | 1.3 | -1% | 1% | -6% | -4% | 5% | 2 | 22%
Nc1ncnc2c1ncn2[C@@H]1O[C@H](CNS(=O)(=O)c2cc(S(=O)(=O)c3ccccc3)cs2)[C@@H](O)[C@H]1O | 0.3 | -1% | -13% | -3% | 0% | 1% | 2 | 1%
COc1ccc(OC)c(C2/C(=C(/O)c3ccc(C)cc3)C(=O)C(=O)N2Cc2ccco2)c1 (stereo unspecified) | -0.9 | -2% | 4% | 2% | -5% | 13% | -1 | -21%
O=C(O)CC1(CC(=O)O)Nc2ccccc2SC1=O | -0.6 | -1% | 11% | 2% | -2% | 12% | -3 | 9%
CN1CCN(c2ccc(NC(=O)c3ccc4c(c3)OCO4)cc2)CC1 | 1.8 | -1% | 18% | -10% | -2% | -5% | 0 | 3%
N/C(=N\OC(=O)c1ccccc1)c1cccnc1 | -0.1 | 3% | -35% | -3% | -1% | -8% | 0 | -22%
CC(=O)N=c1sccn1CC(=O)c1ccc([N+](=O)[O-])cc1 | -0.7 | 9% | 27% | 0% | -6% | 0% | x | 8%
COc1ccc(/C(C)=N\NC(=O)CSc2nnc(C)s2)cc1 | 1.2 | 3% | x | u | -18% | -21% | -12 | -2%
COc1ccc(N2CCN(C(=O)CN3C(=O)NC4(CCCCC4C)C3=O)CC2)cc1 (stereo unspecified) | -0.1 | 6% | 24% | -14% | -7% | -4% | -2 | -3%
O=C(OCCCN=C1NS(=O)(=O)c2ccccc21)C1CC(=O)N(c2ccc(Cl)cc2)C1 (stereo unspecified) | -1.2 | 0% | 13% | -23% | 2% | -10% | -5 | 5%
C[C@H]1CN([C@@H](C)CO)C(=O)CCCn2nncc2CO[C@@H]1CN(C)Cc1ccc(-c2ccccc2)cc1 | 1.9 | 19% | -19% | -13% | -7% | -1% | 8 | 2%
CCOC(=O)c1ccc(N2CCN(c3cc(C)ccc3C)CC2)c(N)c1 | -0.4 | -1% | -12% | 2% | -4%[57.1 µM] | -9% | 7 | -27%
Cc1cc(C)n2nc(C(=O)N(C)C(c3ccccc3)c3ccccc3)nc2n1 | -0.4 | -4% | 15% | -7% | 2% | -17% | 7 | -7%
O=C(NCC1CCCO1)c1ccc(NC(=O)c2cccc(Cl)c2)cc1 (stereo unspecified) | 0.9 | 3% | 4% | -10% | 2% | -17% | 1 | -3%
O=C(O)CNC(=O)CC1S/C(=N/N=C/c2ccccc2O)NC1=O (stereo unspecified) | -0.8 | -12% | -2% | 24µM* | 10% | 9% | 4 | -16%
COc1ccc(NC(=O)COc2ccc(/C=C/c3cccc[n+]3C)cc2OC)cc1 | -0.2 | -4% | 1% | -1% | -1%[11.6 µM] | 5% | 0 | -8%
Cn1cnc([N+](=O)[O-])c1SCC(=O)NN | 0.4 | -3% | 2% | -17% | 0% | -24% | 1 | x
CCCn1c(SCC(=O)c2ccc(CC)cc2)n[nH]c1=O | 0.0 | -4% | 17% | 8.4µM* | 2% | 2% | 2 | 12%
Cc1ccc(S(=O)(=O)Cc2nnnn2-c2ccccc2)cc1 | -2.0 | 3% | -9% | -1% | 0% | -11% | 5 | -6%

Retrieved by structure from the list above (four):
SMILES | IL-2 act | EPAC1 agonist | FUS suppressor | PLK1 PBD inh | WRN helicase inh | EPAC1 antag | PI5P4Ka inh | Abeta yeast res
O=C(O)CNC(=O)CC1S/C(=N/N=C/c2ccccc2O)NC1=O (stereo unspecified) | -0.8 | -12% | -2% | 24µM* | 10% | 9% | 4 | -16%
CCCn1c(SCC(=O)c2ccc(CC)cc2)n[nH]c1=O | 0.0 | -4% | 17% | 8.4µM* | 2% | 2% | 2 | 12%
COc1ccc(NC(=O)COc2ccc(/C=C/c3cccc[n+]3C)cc2OC)cc1 | -0.2 | -4% | 1% | -1% | -1%[11.6 µM] | 5% | 0 | -8%
C[C@H]1CN([C@@H](C)CO)C(=O)CCCn2nncc2CO[C@@H]1CN(C)Cc1ccc(-c2ccccc2)cc1 | 1.9 | 19% | -19% | -13% | -7% | -1% | 8 | 2%

Next section:
SMILES | IL-2 act | EPAC1 agonist | FUS suppressor | PLK1 PBD inh | WRN helicase inh | EPAC1 antag | PI5P4Ka inh | Abeta yeast res
COc1ccc(C(CNC(=O)c2cc3ccccc3cc2OC)N2CCCC2)cc1 (stereo unspecified) | 0.5 | 0% | x | 4% | 4% | 1% | -10 | 0%
COc1ccc2cc(S(=O)(=O)N3CCN(C)CC3)ccc2c1 | 0.2 | 0% | 4% | -7% | -3% | 1% | 5 | 0%
COC(=O)CSc1nc(C)c2c(n1)CCCC2 | 0.1 | 6% | -34% | -17% | 1% | -21% | 8 | 2%
CN(CCc1ccccc1)C(=O)c1[nH]c(C(F)(F)F)nc1-c1ccccc1 | 0.2 | -3% | -7% | -8% | -6% | 3% | 5 | -9%
CCC(C)[C@H](NC(=O)N1CC(=O)Nc2ccccc21)C(=O)Nc1nccs1 (stereo partly specified) | -1.0 | 2% | -17% | -13% | -4% | -10% | 7 | 12%
CC(C)(C)C(=O)N1CCn2c1nc1ccccc12 | 1.9 | 7% | 19% | 0% | -6% | u | 3 | 4%
CC(C#N)On1c(SC(C)C#N)nc2ccccc2c1=O (stereo unspecified) | 1.7 | 2% | 5% | -1% | -3% | 2% | 1 | -19%
O=C(Nc1ccc(F)cc1)c1cc(Cl)sc1Cl | 1.2 | 11% | -19% | -7% | -32% | -1% | 0 | -4%
O=[N+]([O-])c1ccc(Sc2ccc(F)cc2)nc1 | 0.4 | 13% | 4% | 1% | 7% | 7% | -3 | 13%
C/C(=N\NC(=O)c1c([N+](=O)[O-])c(C)nn1C)c1ccc(NC(=O)c2ccc(C)o2)cc1 | -5.5 | -4% | 14% | -7% | 2% | 14% | -1 | -14%
CN(C)Cc1csc(Nc2ccc(C(=O)c3ccccc3)cc2)n1 | 0.1 | -6% | -10% | -7% | -3% | -16% | -1 | -22%
Cc1ccc(NC(=O)NC(=O)CSc2n[nH]c(N)n2)c(C)c1 | -0.8 | -8% | -7% | -8% | -5% | -25% | 3 | -12%
CN(CC(=O)Nc1ccccc1Cl)C(=O)COC(=O)c1nc(Cl)ccc1Cl | -4.0 | 2% | -4% | 3% | -4% | 19% | 5 | 4%
CC(C)(C)NC(=O)C(c1cc2ccccc2o1)n1c(=O)c(-c2ccccc2)nc2ccccc21 (stereo unspecified) | 0.5 | 11% | 34% | -7% | -3% | -1% | 12 | -10%
CC1CCN(C(=O)c2ccc3c(c2)OCO3)CC1 | -2.4 | 6% | -9% | -16% | -1% | -3% | 0 | 5%
O=C(COc1ccc(F)cc1Br)NCC1(N2CCCCC2)CCCCC1 | 0.0 | 1% | -3% | -13% | 12% | -9% | 0 | 3%
CCOC(=O)C1C(C(=O)OC)=C(C2=CCCCC2)c2ccccc2N1S(=O)(=O)C(F)(F)F (stereo unspecified) | -0.8 | -12% | 34% | 0% | -10% | -10% | 8 | -4%
COc1ccc(C(=O)CN2C(=O)c3ccccc3C2=O)c(OC)c1 | -2.7 | 4% | 31% | -7% | 7% | 13% | 0 | 16%
O=C(Nc1c2c(nn1-c1ccc(F)cc1)CSC2)c1ccc(S(=O)(=O)N2CCOCC2)cc1 | -0.8 | 11% | u | -5% | -17% | 2% | x | 9%
CC(C)Cc1ccc(C(C)C(=O)OCC(=O)c2c[nH]c3ccccc23)cc1 (stereo unspecified) | -2.0 | 16% | 20% | 1% | -21% | -28% | x | 0%
CCN(CC)S(=O)(=O)c1cccc(C(=O)NCCCn2ccnc2)c1 | -2.3 | 9% | -32% | -3% | -1% | 4% | -3 | -2%
CCCCn1c(SCC(=O)Nc2cc(C)on2)nc2ccsc2c1=O | -0.1 | 2% | 9% | -7% | -3% | 3% | x | 1%
CCN(CC)S(=O)(=O)c1ccc2c(c1)c(=O)c(C(=O)N1CCN(c3ccccc3)CC1)cn2C | -3.1 | 3% | 25% | -3% | 4% | -6% | x | 13%
NCCNCCNCCN | -0.7 | 5% | -34% | -10% | 5% | -1% | 7 | -9%
C/C(=N\NC(=O)c1cccc(S(=O)(=O)N2CCOCC2)c1)c1ccc(O)cc1 | -0.6 | 9% | -7% | -8% | -8% | u | -1 | -8%
O=S(=O)(NCCc1ccncc1)c1ccc(S(=O)(=O)N2CCCCCC2)cc1 | -0.1 | -13% | 20% | -11% | -8% | -2% | x | -11%
NNC(=O)c1oc2nc(-c3ccccc3)cc(-c3ccccc3)c2c1N | 3.2 | 4% | 16% | 2% | -2% | 6% | -12 | -13%
c1ccc2c(-c3cnc4cccnn34)cncc2c1 | 0.3 | 0% | -7% | 2% | 3% | -5% | -7 | -5%
COCC(=O)N[C@H]1CC[C@@H](CC(=O)OC)O[C@@H]1CO | 1.6 | 6% | -10% | -13% | 2% | -23% | -5 | 8%
ClC(/C=N/n1cnnc1)=C/c1ccccc1 | -3.7 | -1% | 18% | -14% | 0% | 2% | -6 | -12%
O=C(CCC(=O)OCC(=O)c1ccc(-c2ccccc2)cc1)Nc1cccc2cccnc12 | -1.2 | 3% | 21% | -3% | -3% | -29% | 0 | 4%
CC(C)=C1C2CCC1C1C(=O)N(c3nc(-c4ccccc4)c(C)s3)C(=O)C21 (stereo unspecified) | 0.1 | 13% | x | -7% | -9% | -19% | 12 | 0%
Cc1cc(C)n(Cc2ccc(Cl)cc2Cl)c(=O)c1S(=O)(=O)c1ccccc1 | -0.3 | -15% | -5% | 3% | -13% | 7% | 16 | 4%
COc1ccc(N2CCN(C(=O)COc3cccc4ccccc34)CC2)cc1 | -3.4 | 9% | x | -3% | -27% | -28% | -1 | -4%
CC(NS(=O)(=O)c1ccccc1)C(N)=O (stereo unspecified) | -0.6 | 4% | -8% | 2% | -10% | -18% | 1 | 9%
O=C1Nc2c(ccc(Cl)c2Cl)C(=O)C1(F)c1ccccc1 (stereo unspecified) | -0.7 | 15% | 13% | -29% | -6% | 0% | -2 | 9%
O=C(CN1CC(c2ccccc2)CC1=O)N/N=C/c1cc(Br)ccc1O (stereo unspecified) | 1.5 | 2% | 10% | -8% | -11% | u | 7 | -15%

Screens deposited in PubChem BioAssay by National Center for Advancing Translational Sciences (NCATS).
